Compound activity as filed in PubChem BioAssay.
CHO-K1 Ca antag – M1 antagonist counterscreen hit in parental CHO-K1 cells; 0.6% of 360,000 active; inhibition, % at 3 µM; AID 602250; ATP-induced calcium, Fluo-8 fluorescence;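 active = inhibition above a per-plate cutoff, the plate's mean sample inhibition plus 3 SD, cut at about 24% in these data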;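 note: 0% = DMSO plus EC80 ATP and 100% = DMSO alone without ATP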
CHRM1 antagonist – human CHRM1 antagonism | 1.3% of 360,000 active | inhibition, % at 3 µM | CHO-K1 hM1, Fluo-8 calcium fluorescence, ACh EC80 antagonist | P11229 | AID 588852;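 active = percent inhibition above its own plate's cutoff, namely the mean of that plate's compound wells plus 3 SD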;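 note: peak over basal fluorescence ratio during 140 s after agonist addition; 0% = ACh EC80 plus DMSO and 100% = DMSO alone without agonist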
Target sequence (P11229 whole entry, looked up): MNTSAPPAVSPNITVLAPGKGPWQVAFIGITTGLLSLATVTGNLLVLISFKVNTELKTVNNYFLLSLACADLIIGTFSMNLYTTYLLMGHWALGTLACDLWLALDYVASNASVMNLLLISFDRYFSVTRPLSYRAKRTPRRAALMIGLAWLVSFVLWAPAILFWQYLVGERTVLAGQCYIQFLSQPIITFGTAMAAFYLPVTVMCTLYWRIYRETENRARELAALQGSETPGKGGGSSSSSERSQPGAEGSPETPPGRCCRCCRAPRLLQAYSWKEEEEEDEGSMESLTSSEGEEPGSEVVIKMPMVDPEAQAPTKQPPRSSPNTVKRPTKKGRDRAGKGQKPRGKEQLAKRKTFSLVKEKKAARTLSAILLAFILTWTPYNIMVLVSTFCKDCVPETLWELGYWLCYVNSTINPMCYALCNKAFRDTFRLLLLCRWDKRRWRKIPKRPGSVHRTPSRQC
CHO-K1 Ca PAM – counter-screen for M1 PAMs: effect in parental CHO-K1 cells; 0.02% of 360,000 active; ATP EC20, Fluo-8 calcium fluorescence; 0% at ATP EC20, 100% at ATP max; AID 602247; activation, % at 3 µM;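 active = activation above the run cutoff, the mean activation of all test compounds plus 3 SD, cut at about 40% in these data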;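 note: peak over basal fluorescence ratio in a 140 s read after ATP addition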
M1 PAM – positive allosteric modulators of human M1 muscarinic receptor. P11229. CHO-K1 hM1, Fluo-8 calcium fluorescence, ACh EC20; 0% = ACh EC20, 100% = maximal ACh. 0.088% of 360,000 active. AID 588819. activation, % at 3 µM; in the data active = activation above about 19%, passing the limit was not always enough
CHO parental Ca – counter-screen for OX1R antagonists: effect in parental CHO cells; parental CHO-K1, ATP-induced calcium, Fluo-8 fluorescence; inhibition, % at 5.6 µM; 0.63% of 330,000 active;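 active = inhibition above that plate's mean sample inhibition plus 3 SD, cut at about 26% in these data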;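 note: 0% = ATP-challenged DMSO wells and 100% = DMSO wells without ATP; some compounds past the cut are filed as inactive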
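material = parental CHO cells | also added = ATP as calcium-mobilizing challenge | dosing = single point at 5.6 µM | detection = intracellular calcium via Fluo-8 no-wash fluorescent dye | read-out = % inhibition | benchmarks = low control ATP plus DMSO, high control DMSO only | repeats = one well per compound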
TAAR1 antagonist – antagonists of human TAAR1 | Q96RJ0 | CHO RD-HGA16 TAAR1, Fluo-8 calcium fluorescence, antagonist | inhibition, % at 3 µM | 1.5% of 360,000 active | AID 624466;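 active = inhibition above a per-plate cutoff, the mean inhibition of test compounds on that plate plus 3 SD, cut at about 49% in these data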;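 note: 0% = DMSO plus EC80 beta-PEA response and 100% = DMSO alone without agonist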
Target sequence (Q96RJ0 whole entry, looked up): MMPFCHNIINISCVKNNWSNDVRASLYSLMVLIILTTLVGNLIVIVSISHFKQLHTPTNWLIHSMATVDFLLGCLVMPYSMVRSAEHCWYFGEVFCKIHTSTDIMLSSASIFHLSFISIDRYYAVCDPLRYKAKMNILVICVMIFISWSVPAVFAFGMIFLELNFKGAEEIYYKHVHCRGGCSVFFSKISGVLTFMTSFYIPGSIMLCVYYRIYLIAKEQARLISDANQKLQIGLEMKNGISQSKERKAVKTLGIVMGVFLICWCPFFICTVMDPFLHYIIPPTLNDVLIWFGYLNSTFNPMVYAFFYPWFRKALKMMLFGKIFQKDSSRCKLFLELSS
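Material: CHO RD-HGA16 cells bearing hTAAR1; compound dosing: one-point dosing, 3 µM nominal final; schedule: dye loading 75 min at 37 °C, then 30 min room temperature; measured by: calcium fluorescence with Fluo-8; control set: vehicle and agonist controls; replication: n of 1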
TAAR1 agonist – human TAAR1 agonism; CHO RD-HGA16 TAAR1, Fluo-8 calcium fluorescence; vehicle wells 0%, saturating PEA agonist 100%; activation, % at 3 µM; 0.99% of 360,000 active; AID 624467;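 active = activation above the mean activation of all test compounds in the run plus 3 SD, cut at about 38% in these data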
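System: CHO RD-HGA16 cells carrying human TAAR1 plus Gα16; Incubation: 17-24 h seeding, 75 min 37 °C dye, 30 min RT; Measured by: Fluo-8 fluorescence, 5 s baseline then 140 s kinetic read; Control set: DMSO and PEA EC100; Replication: single well for each compound.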
M1 ag parental – nonselective activator or artifact in parental CHO-K1 cells; AID 602248; activation, % at 3 µM; Fluo-8 calcium fluorescence; scaled to maximal ATP response, vehicle zero; 0.48% of 360,000 active; in the data active = activation above about 15%;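 note: untransfected CHO-K1 host cells lacking M1 receptor as counterscreen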
M1 ag – agonists of human M1 muscarinic receptor. P11229. CHO-K1 hM1, Fluo-8 calcium fluorescence, agonist mode; 0% DMSO, 100% acetylcholine EC100. activation, % at 3 µM. 0.33% of 360,000 active. AID 588814;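 active = activation above the run's mean compound activation plus 3 SD, cut at about 16% in these data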;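 note: peak over basal fluorescence ratio within a 140 s kinetic read after compound addition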
Numbers without * were called inactive; . = not tested or not shown.

SMILES	CHO-K1 Ca antag	CHRM1 antagonist	CHO-K1 Ca PAM	M1 PAM	CHO parental Ca	TAAR1 antagonist	TAAR1 agonist	M1 ag parental	M1 ag
COc1ccccc1-c1ccc2c(c1)C(C)(Cc1cc(Cl)ccc1C(F)(F)F)C(=O)N2 (stereo not given)	-11	-17	32	5	.	6	20	5.1	1
COCCNc1ncnc2c1ncn2[C@H]1CN(Cc2ccc(F)cc2)C[C@@H](CO)O1	2	-17	9	14	.	-22	3	0.7	-1
O=C1OC(/C=C/c2ccccc2)=NC/1=C\c1cccnc1	-9	5	12	-5	6	8	0	-0.1	-5
Cc1ccc(C)c(SCC(=O)OCC(=O)NCc2ccccc2)c1	-2	-8	6	6	-6	-9	0	0.1	-7
COc1cc(Cl)ccc1OCc1cc(C(=O)N(C)Cc2nnc(C)o2)no1	-3	-5	1	5	-9	1	0	0.4	-1
O=[N+]([O-])c1ccc(NCCOc2ccccc2Cl)nc1	-14	-16	23	2	-7	24	5	2.9	-3
COc1ccccc1NS(=O)(=O)c1ccc2oc(SC)nc2c1	-13	-11	-5	16	-12	14	5	10	2
CC1(C(=O)NS(=O)(=O)C2CC2)CCCN(C(=O)c2ccc(F)c(Cl)c2)C1 (stereo not given)	-6	-18	17	15	.	-19	1	0.5	-1
CN(C)C(=O)c1cccc(-c2cnc3c(NC=O)cc(-c4cccc(C(F)(F)F)c4)cn23)c1	-5	-13	15	5	.	24	4	3.1	-5
Cc1cc(C(F)(F)F)n(-c2nc(C(=O)NN)cs2)n1	-11	-1	-10	2	-2	-37	1	0.3	-4
Cc1ccc(-n2ncc3c2CCCC3NC(=O)c2ccoc2)cc1C (stereo not given)	6	-5	-4	2	-12	-3	1	5.6	-1
COc1ccc(N(C(=O)c2ccco2)S(=O)(=O)c2cccs2)cc1	-11	0	2	6	-25	-21	-1	-0.4	-4
COC(=O)c1[nH]c2ccccc2c1NC(=O)/C=C/c1ccc2c(c1)OCO2	2	-3	7	-1	-11	11	1	0.2	-9
Cc1ccc(-n2nc(C(=O)NCc3ccc(C)o3)c3c4ccccc4n(C)c3c2=O)cc1	-11	-1	-4	2	-26	-3	8	0.1	-1
C=CCn1c(SCC(=O)Nc2cccnc2Cl)nnc1-c1ccccc1F	4	-5	11	2	-11	6	1	0.2	-5
CCC(CO)Oc1cc(NCc2ccc(Cl)cc2)c2ncn(C(C)C)c2c1 (stereo not given)	-6	-4	10	7	-17	15	12	0.4	-3
CC(C)NC(=O)c1onc(CSc2ccncc2)c1C(=O)NC(C)C	-25	-4	23	6	-18	-13	13	0.3	-3
CN(c1ccccc1C(=O)Nc1cccc([N+](=O)[O-])c1)S(C)(=O)=O	-6	-9	12	11	-15	-12	2	0.2	-4
CCOc1ccccc1C1C(C#N)=C(N)SC(N)=C1C#N	-1	5	18	4	-4	25	20	12	6
COc1ccc(CNC(=O)CN(C(=O)CCC(=O)Nc2ccccn2)c2cccc(C)c2)cc1	-1	-2	-8	5	-37	6	0	1.4	-8

Compound profiles (already shown). Order of values: CHO-K1 Ca antag	CHRM1 antagonist	CHO-K1 Ca PAM	M1 PAM	CHO parental Ca	TAAR1 antagonist	TAAR1 agonist	M1 ag parental	M1 ag
Cc1ccc(-n2nc(C(=O)NCc3ccc(C)o3)c3c4ccccc4n(C)c3c2=O)cc1 in the list: -11	-1	-4	2	-26	-3	8	0.1	-1
COc1ccc(CNC(=O)CN(C(=O)CCC(=O)Nc2ccccn2)c2cccc(C)c2)cc1 in the list: -1	-2	-8	5	-37	6	0	1.4	-8
Cc1cc(C(F)(F)F)n(-c2nc(C(=O)NN)cs2)n1 in the list: -11	-1	-10	2	-2	-37	1	0.3	-4

Next compounds follow:
SMILES	CHO-K1 Ca antag	CHRM1 antagonist	CHO-K1 Ca PAM	M1 PAM	CHO parental Ca	TAAR1 antagonist	TAAR1 agonist	M1 ag parental	M1 ag
CCc1ccc(C(=O)C(C)OC(=O)c2nn(C)c(=O)c3ccccc23)cc1 (stereo not given)	-3	18	0	-12	2	40	6	7.8	-1
c1ccc2c(-c3cc(NCc4ccncc4)n4nccc4n3)cccc2c1	11	-7	-1	1	.	-1	1	0.5	-3
Cc1cc(C)n(-c2nc3ccccc3c(=O)n2OCC(=O)OCc2ccccc2)n1	-3	-38	13	10	.	-3	13	1.2	-1
CN(C)C(=O)N1CCCC(C(=O)NCc2ccccc2Cl)C1 (stereo not given)	-12	-8	-4	7	-8	-7	13	0.9	-6
CC(NC=C1C(=O)OC(C)(C)OC1=O)C(=O)O (stereo not given)	17	-7	6	5	-7	1	2	-0.1	-4
C[C@H](CO)N1C[C@H](C)[C@@H](CN(C)Cc2cccc(F)c2)Oc2cc(-c3cccc(C#N)c3)ccc2S1(=O)=O	-6	-10	-1	-1	.	4	2	-0.3	-1
Cc1ccccc1OCC(=O)NCCCNC(=O)c1ccco1	-4	5	-16	1	-6	-16	-1	0.3	-1
CCn1c(CNC(=O)c2cc(OC)c(OC)c(OC)c2)cc2ccccc21	4	10	1	-9	3	3	3	6.6	0
N#CC1=C(SCc2ccccc2)NC(=O)CC1c1ccco1 (stereo not given)	-11	-8	21	9	-16	20	4	0.4	-7
COC(=O)c1ccc(CNC(=O)CCNC(=O)c2ccco2)cc1	-8	1	3	5	-17	5	7	2.7	-1
Cc1ccc2c(C)c(C(=O)NCCc3ccco3)oc2c1C	-7	-18	17	8	-20	-15	3	0.2	-5
C/C(CCC(C)C)=N\NC(=O)COc1ccccc1-c1ccccc1	-14	-1	6	-1	.	1	-2	0.8	-4
O=C(NC1CCCCC1)C(c1ccco1)N(C(=O)c1csnn1)c1cccc(Cl)c1 (stereo not given)	-18	-6	9	4	-23	-12	4	0.2	-6
COCC(C)n1c(C)cc(C(=O)CSc2cc(C)c3ccccc3n2)c1C (stereo not given)	-10	-7	26	2	2	16	2	3.0	-8
COc1ccc(/C=C/c2nc(S(=O)(=O)c3ccccc3)c(N(C)C)o2)cc1OC	-4	4	10	2	-14	-12	0	-0.2	-3
N/C(=N\N=C\c1ccnc2ccccc12)SC1CC(=O)N(c2ccc(Br)cc2)C1=O (stereo not given)	-8	-13	19	13	-1	25	-1	-0.2	-4
N=c1c2c(ncn1Cc1ccco1)Oc1ccc3ccccc3c1C2c1ccccc1 (stereo not given)	-18	-8	32	-5	-14	-28	-3	1.3	-5
CCOC(=O)C1(C)C=C(Nc2ccc(NC(C)=O)cc2)C(=O)N1c1ccc(NC(C)=O)cc1 (stereo not given)	2	20	-9	-12	0	-9	4	1.9	-4
COc1ccc(CNC(=O)[C@H](Cc2ccccc2)NC(=O)C2CCN(C(=O)[C@H](C)N)CC2)cc1	10	-7	7	12	-8	1	0	-0.4	0
CCOc1cc(C(=O)NCC2CCCO2)cc(OCC)c1OCC (stereo not given)	-6	5	2	-6	-13	-17	11	0.2	-3

Some entries already given, reduced to CHO parental Ca and M1 PAM.
SMILES	CHO parental Ca	M1 PAM
CN(c1ccccc1C(=O)Nc1cccc([N+](=O)[O-])c1)S(C)(=O)=O	-15	11
CCOc1ccccc1C1C(C#N)=C(N)SC(N)=C1C#N	-4	4

Next part.
SMILES	CHO-K1 Ca antag	CHRM1 antagonist	CHO-K1 Ca PAM	M1 PAM	CHO parental Ca	TAAR1 antagonist	TAAR1 agonist	M1 ag parental	M1 ag
O=C(N=C1c2ccccc2CN1c1ccc(F)cc1)c1ccc(Cl)nc1	-2	0	8	-4	-21	4	1	-0.1	-5
C[C@@H]1CN([C@@H](C)CO)C(=O)c2cc(N(C)C)ccc2O[C@@H](C)CCCCO[C@@H]1CN(C)Cc1ccc2c(c1)OCO2	-18	-20	14	5	.	-18	-2	-0.4	-9
CCOC(=O)C1=C(C)NC(C)=C(C(=O)OCC)C1C(=O)OCC(=O)N1CC(C)OC(C)C1 (stereo not given)	13	-9	-11	8	-9	-18	2	-0.3	-1
Cc1ccc(NC(=O)CNS(=O)(=O)c2cccs2)cc1F	11	6	-11	-2	3	-13	5	0.9	-5
O=C(Nc1ccc(F)c(Cl)c1)[C@@H]1O[C@H](CO)[C@H](O)[C@H](O)[C@H]1O	-9	-11	6	9	.	-1	2	0.6	-2
COc1ccccc1C1NC(=O)NC(C)=C1C(=O)Nc1cccc(C)c1C (stereo not given)	-4	-12	13	6	-4	-8	1	0.1	-2
Cc1ccc(S(=O)(=O)NCCOC(=O)Nc2sc(=S)n(C)c2C)cc1	-17	-32	10	8	-11	0	0	-0.9	-7
Cc1ccc(C2=[N+]([O-])C3(CCCCC/C3=N\NC(N)=O)N(O)C2(C)C)o1 (stereo not given)	22	0	-5	3	-2	-5	4	-0.4	2
COC(=O)C1=C(C)N(Cc2ccccc2)C(=NCc2cccc(C(F)(F)F)c2)N[C@H]1c1cccc(F)c1	1	4	3	3	15	34	42*	1.8	0
COc1ccc(C2C=C(c3ccccc3)Nc3ncnn32)cc1 (stereo not given)	-6	-6	-3	1	-4	1	4	0.0	-4
Clc1cccc(NCc2nnc(SCc3ccccc3)o2)c1	-11	-5	-3	3	-10	9	-2	-0.3	-3
CCC(C)N(C(=O)CSc1ccc(NC(C)=O)cc1)C1CCS(=O)(=O)C1 (stereo not given)	8	-12	-12	14	-9	-17	1	0.6	0
C=C(C)c1cccc(C(C)(C)NC(=O)N2CCN(c3ccccn3)CC2)c1	-3	0	17	0	-4	-17	0	0.4	-3
CC(=O)Nc1ccc(NS(=O)(=O)c2cn(C)c(=O)n(C)c2=O)cc1	-11	-13	20	14	3	3	0	0.5	7
CCOC(=O)C(/C(C)=N/NC(=O)c1ccccc1[N+](=O)[O-])C(C)C (stereo not given)	-17	-6	-11	6	-8	14	6	0.3	-4
O=C(/C=C/c1ccc([N+](=O)[O-])cc1)Nc1cccnc1	-7	-7	9	3	-14	5	12	0.7	-2
Cc1ccc2c(c1)C(=O)CC1(CCCC1)O2	-10	-1	18	9	-1	-1	0	0.3	-4
Cc1ccc(-n2nc3cc(C)c(NC(=O)c4cccnc4)cc3n2)cc1	-3	-4	11	2	-5	-12	16	-0.2	-2
C/C(=N/NC(=O)CNC(=O)Cc1ccccc1)c1ccc(Cl)cc1	-5	-20	-2	14	2	-20	0	-0.5	-3
O=[N+]([O-])c1ccc(OCCCCN2CCc3ccccc3C2)cc1	-6	22	9	-20	-10	-10	5	1.8	-8
COc1ccc(NC(=O)C2CCCN(S(=O)(=O)c3cccnc3)C2)cc1 (stereo not given)	-8	-22	12	-1	-1	0	1	0.5	-1
NC(=O)c1cc([N+](=O)[O-])c(Cl)cc1NCc1ccccn1	-15	2	8	-5	6	14	4	5.7	0
COc1ccc(-c2nnc(SCC(=O)NC(C)c3ccccc3)o2)cc1OC (stereo not given)	-3	3	-3	3	-13	11	7	0.4	-4
O=C(CSc1nnc(NC(=O)C2CCC2)s1)Nc1ccccc1F	-9	-10	22	9	-9	-5	0	1.9	-5
Cc1ccc(NC(=O)Cn2nc(C(=O)O)c3ccccc3c2=O)cc1S(=O)(=O)N1CCOCC1	-18	-2	4	-1	-17	-10	1	0.8	-4
